# Assay outcomes: PubChem BioAssay, several laboratories
# Wnt act – activators of Wnt/beta-catenin signaling | activation, % at 9.35 µM | Wnt/beta-catenin reporter cell assay, activator, plate reader | AID 743398 | hit rate 1.2% among 300,000; in the data active = activation above about 30%, passing the limit was not always enough;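 also: 0% = neutral control wells and 100% = positive control wells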
# DAGLB inhibitor – diacylglycerol lipase beta (human) inhibition; Q8NCG7; HEK293T DAGLB membrane lysate, EnzChek fluorogenic substrate; hit rate 0.059% among 340,000; inhibition, % at 5.17 µM; AID 504411; in the data active = inhibition above about 34%;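 also: 0% = enzyme with vehicle and 100% = wells lacking enzyme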
# Target sequence (Q8NCG7 whole entry, looked up): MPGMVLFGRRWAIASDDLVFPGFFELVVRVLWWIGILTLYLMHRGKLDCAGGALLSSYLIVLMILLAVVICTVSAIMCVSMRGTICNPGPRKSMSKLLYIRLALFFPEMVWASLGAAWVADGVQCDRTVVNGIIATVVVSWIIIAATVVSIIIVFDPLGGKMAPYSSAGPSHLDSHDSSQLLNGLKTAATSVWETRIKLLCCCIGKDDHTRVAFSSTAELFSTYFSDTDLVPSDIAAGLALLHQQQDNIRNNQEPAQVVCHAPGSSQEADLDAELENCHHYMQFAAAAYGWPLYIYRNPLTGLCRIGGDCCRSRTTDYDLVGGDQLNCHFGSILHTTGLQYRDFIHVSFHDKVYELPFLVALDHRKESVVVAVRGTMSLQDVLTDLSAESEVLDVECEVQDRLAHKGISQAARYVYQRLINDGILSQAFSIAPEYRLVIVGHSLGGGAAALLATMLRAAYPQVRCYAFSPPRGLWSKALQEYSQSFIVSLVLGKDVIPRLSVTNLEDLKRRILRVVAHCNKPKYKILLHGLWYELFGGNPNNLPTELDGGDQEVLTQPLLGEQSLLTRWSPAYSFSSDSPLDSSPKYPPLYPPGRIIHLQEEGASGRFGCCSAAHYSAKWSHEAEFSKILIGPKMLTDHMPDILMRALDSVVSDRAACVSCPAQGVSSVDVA
# PfHsp90 yeast 2 – growth inhibition of yeast expressing Plasmodium Hsp90; S. cerevisiae expressing PfHsp90, BacTiter-Glo ATP, 48 h; yeast lacking PDR1 and PDR3 efflux regulators; inhibition, % at 9.4 µM; hit rate 0.32% among 310,000; AID 504621;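 active = every replicate shows inhibition above about 80%, whatever the replicate mean, limit read from the data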;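 also: 0% = DMSO neutral controls and 100% = 20 µM radicicol positive controls; yeast relying on Plasmodium falciparum Hsp90 in place of its own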
# Tat transport – E. coli Tat transport inhibition | E. coli MC4100 TorA-mCherry Tat export, fluorescence | inhibition, % at 10 µM | hit rate 0.036% among 340,000 | AID 488895;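 active = mean replicate inhibition at least 50% and at least half of replicates individually reaching 50%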;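 also: exported cargo escapes ClpAP degradation while cytoplasmic cargo is degraded and loses fluorescence; 0% = median of neutral control wells and 100% = median of NaSCN control wells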
# phage Ecoli inh – E. coli growth loss with phage present; growth absorbance; inhibition, % at 11.9 µM; hit rate 0.26% among 360,000; AID 651602; in the data active = inhibition above about 11%
# Rtt109 Vps75 – inhibitors of Candida albicans Rtt109/Vps75 histone acetyltransferase | hit rate 0.16% among 330,000 | inhibition, % at 34.9 µM | purified Rtt109/Vps75, ThioGlo CoA-SH fluorescence, 4 h | AID 540336;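 active = inhibition of at least 50% in every replicate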
# Target sequence (Q5AAJ8 whole entry, looked up): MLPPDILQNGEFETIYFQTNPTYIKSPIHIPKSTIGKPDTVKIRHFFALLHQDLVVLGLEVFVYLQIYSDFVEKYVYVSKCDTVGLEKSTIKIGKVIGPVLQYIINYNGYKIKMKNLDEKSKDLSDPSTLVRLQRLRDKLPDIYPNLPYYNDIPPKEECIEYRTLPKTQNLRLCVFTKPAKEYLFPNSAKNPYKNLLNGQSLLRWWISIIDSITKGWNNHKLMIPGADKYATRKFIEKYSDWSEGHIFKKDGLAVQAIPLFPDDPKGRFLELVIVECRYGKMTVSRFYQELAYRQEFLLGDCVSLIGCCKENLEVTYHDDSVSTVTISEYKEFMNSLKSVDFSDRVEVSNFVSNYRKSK
# CAL PDZ inh – inhibitors of human CAL PDZ peptide binding; inhibition, % at 20 µM; hit rate 0.02% among 330,000; Q9HD26; purified CAL PDZ, TMR-peptide fluorescence polarization, 1 h;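 active = highest replicate inhibition of at least 40%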;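 also: plate controls were DMSO neutral control wells for no effect and unlabeled competitor peptide control wells for full effect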
#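 Assay system – tagged CAL PDZ protein CerCALP, purified · Timing – 1 h at RT · Compound – single point, 20 µM · Measured by – fluorescence polarization from S- and P-plane intensities, G-factor corrected · Evaluation – inhibition from polarization loss · Probe or stimulus – TMR reporter peptide T*-PRC34 · Buffer or medium – pH 7.4 phosphate-saline buffer, reducing agent, detergent, IgG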
# PvdQ acylase – P. aeruginosa PvdQ acylase inhibition. purified PvdQ acylase, fluorescence plate reader. inhibition, % at 10 µM. hit rate 0.063% among 340,000; in the data active = inhibition above about 30%, passing the limit was not always enough;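 also: 0% = vehicle neutral wells and 100% = reference inhibitor wells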
# AddAB inh – less growth of phage-infected E. coli with AddAB. E. coli expressing H. pylori AddAB, absorbance growth. inhibition, % at 11.9 µM. hit rate 0.29% among 330,000. AID 435030; in the data active = inhibition above about 12%;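 also: 0% = vehicle wells of infected cells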
# E coli growth – bacterial growth inhibition, counter-screen for AddAB inhibitors; E. coli V3065 growth, OD600 absorbance, 18 h; inhibition, % at 11.9 µM; hit rate 0.27% among 330,000; AID 449728;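 active = inhibition above the campaign's mean inhibition across all tested compounds plus 3 SD, cut at about 9.9% in these data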;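 also: uninfected addAB+ strain grown without phage in ampicillin broth; 0% = DMSO wells and 100% = ciprofloxacin 0.95 µg/ml wells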
# The depositor's hits bear a star; . = no result given; & = joins results of further samples.
SMILES,Wnt act,DAGLB inhibitor,PfHsp90 yeast 2,Tat transport,phage Ecoli inh,Rtt109 Vps75,CAL PDZ inh,PvdQ acylase,AddAB inh,E coli growth
Fc1ccc(CSc2nc3ccccc3[nH]2)c2ccccc12,.,-6.0,-43.9,7.6,1.9,-8.2,1.0,-18.7,6.6,0.2
COC(=O)[C@@H](Cc1ccccc1)NC(=O)NCCc1ccc(OC)c(OC)c1,-0.9,0.5,-30.6,8.3,3.2,5.6,-0.3,-0.8,0.4,1.0
CCOC(=O)C(Cc1ccccc1)C(=O)Nc1ccc(NC(=O)C(Cc2ccccc2)C(=O)OCC)cc1 (stereo not drawn),.,-0.3,-2.8,-5.9,1.2,-6.0,0.4,-9.7,3.4,-1.6
O=C(Nc1ccc(C(=O)N2CCC(O)(c3ccc(Cl)c(C(F)(F)F)c3)CC2)cc1)c1ccc(Br)o1,-7.2,0.5,-2.5,4.9,4.6,3.1,-1.2,-15.5,-0.6,0.4
CC1CC(C)(C)CC2(C1)NC(=O)N(CC(=O)N1CCN(S(=O)(=O)c3cccc(F)c3)CC1)C2=O (stereo not drawn),-3.0,-0.3,.,-2.9,-0.7,0.8,0.4,9.4,-1.0,0.7
Cc1ccc(NC(=O)CCN2CCN(C)CC2)cc1,3.4,-2.3,-4.8,2.1,3.0,2.8,0.5,0.8,0.8,1.5
CCOC(=O)N1CCC(NC(=O)c2cc(C(=O)Nc3ccc(F)cc3F)ccc2CO)CC1,-1.3,1.3,9.7,-0.1,3.3,6.1,-0.8,-9.7,-0.6,0.8
C=CCNc1nc2ccccc2c(=O)[nH]1,-0.6,-0.2,1.7,3.9,6.8,-5.7,-0.9,-3.8,0.5,-2.8
O=C(CSc1ccc2ccccc2c1)NCc1cccs1,-0.2,-1.2,17.4,-2.1,2.7,7.0,0.4,-8.3,1.0,-0.3
Cn1cc(CC(=O)N2CCN(c3ccc(Cl)cc3)CC2)c2ccccc21,.,-7.1,17.4,18.0,0.6,4.3,0.7,0.3,2.0,0.7
CCC(=O)n1nc(-c2ccc(Cl)cc2)nc1SC,39.5*,-2.7,19.7,5.9,0.8,-2.2,-2.3,-4.5,4.8,3.6
Cc1cc(C)c(S(=O)(=O)c2ccccc2Cl)c(Cl)n1,-1.4,.,.,.,5.3,.,.,.,1.6,0.6
O=C1[C@@H]2CSCN2C(=O)CN1Cc1ccccc1F,5.8,-0.1,-2.8,-16.3,1.4,.,-2.7,-7.7,0.4,0.9
NC(=O)C1CCN(C(=O)CNC(=O)c2ccccc2)CC1,-2.3,-1.4,7.6,-1.1,3.5,-5.0,-1.3,1.5,2.9,-0.2
CN(CC(=O)O)S(=O)(=O)c1ccc(F)cc1,.,-0.8,19.7,1.9,2.2,-3.3,-1.5,-8.5,2.3,1.6
O=C1CCc2cc(S(=O)(=O)Nc3ccccc3F)ccc2N1,-0.4,1.5,-46.2,5.1,2.3,-1.1,-0.1,-8.2,1.0,1.2
Cc1cccc(Nc2nnc(SCC(=O)NC(=O)CN3CCCC3=O)s2)c1,5.9,0.0,8.0,-12.4,3.5,-3.1,-3.6,-14.7,1.0,0.3
CCCN1C2=C(C(=O)CC(C)(C)C2)C(c2ccc(F)cc2)C2=C1c1ccccc1C2=O (stereo not drawn),.,3.9,10.7,-8.1,0.7,-10.0,1.0,-7.2,1.4,-0.1
Cc1cccc(C)c1NC(=O)c1cccc(N2C(=O)C3CCC(C)CC3C2=O)c1 (stereo not drawn),2.2,4.1,-3.1,4.7,1.8,0.1,1.0,-24.4,2.5,0.3
Cc1cccc(C)c1NC(=O)C(c1ccccc1)N1CCN(C(=O)c2ccco2)CC1 (stereo not drawn),-2.1,0.3,7.6,-4.9,1.7,-7.0,0.0,-4.9,3.3,-0.1
CC(=O)N1CC(c2ccccc2)C(c2ccc(Cl)cc2)=N1 (stereo not drawn),-7.3,-4.7,66.5,5.4,1.0,1.0,2.1,4.9,3.0,3.6
O=C(CNC(=O)c1ccco1)Nc1ccc2c(c1)OCCO2,0.8,1.2,-8.2,-8.3,-0.8,14.6,0.4,7.2,0.5,0.7
O=C(O)CC1S/C(=N/N=C/c2ccccn2)NC1=O (stereo not drawn),-4.1,0.1,25.4,-7.1,21.8*,3.3,-1.7,-7.8,21.8*,18.8*
CCOC(=O)C1=C(C)Nc2nc3ccccc3n2C1c1ccncc1 (stereo not drawn),.,0.7,3.2,-2.4,-0.7,-6.8,-0.5,-0.7,-1.3,-3.1
CC(=O)c1cccc(S(=O)(=O)Nc2ccccc2N2CCOCC2)c1,-1.9,2.2,4.5,-1.0,7.4,0.9,0.2,-8.4,-0.3,0.3
CC(C)OC(=O)CN1C(=O)C(C)(C)Oc2ccc(C(=O)NC3CC3)cc21,-0.5,-0.2,11.4,2.1,2.5,-1.0,-0.1,-11.7,1.3,1.9
Cc1cc(C)cc(NC(=O)/C=C/c2ccc([N+](=O)[O-])s2)c1,28.3,3.5,-17.4,-9.3,0.1,18.5,-3.3,9.8,0.5,0.0
CC(C)NC(=O)COC(=O)C1CSC2(c3ccc(Br)cc3)CCC(=O)N12 (stereo not drawn),-1.4,2.6,-5.3,-13.2,3.5,2.3,-1.0,-7.2,1.4,2.1
Cc1cc(/C=C(\C#N)C(=O)NC2CCCCCC2)c(C)n1C,.,-2.3,17.2,-1.1,1.8,-11.6,-0.7,13.2,5.1,-1.0
Cc1nc(-c2ccc(Cl)cc2)sc1C1(C)CC(c2ccc(Cl)cc2)=NO1 (stereo not drawn),-1.5,-12.8,-7.2,-9.6,2.3,-4.0,-1.7,-0.4,4.5,0.5
COc1ccc(CCNC(=O)CN(Cc2ccc(Cl)cc2)S(C)(=O)=O)cc1,-0.5,-0.8,9.0,-7.6,-0.1,-10.5,-1.3,-7.2,.,.
O=C(Nc1nsc(-c2ccccc2)n1)c1cccs1,.,-1.3,13.0,-3.7,-0.4,-0.2,-1.2,-14.5,4.0,0.2
CCOC(=O)c1ccc(NC(=O)CC2C(=O)N(c3ccc(F)cc3)C(=O)N2CCC(C)C)cc1 (stereo not drawn),.,-4.2,-1.6,7.8,4.4,0.5,.,-9.2,0.2,1.6
O=C(CNC(=O)c1ccc(Cl)cc1)NC(CO)c1ccccc1 (stereo not drawn),-2.7,2.9,0.5,-7.2,1.4,4.4,-0.3,-0.5,0.7,-1.0
COc1cc2[nH]c3ccccc3c2cc1C,-1.8,-0.7,17.5,-8.8,2.3,0.2,0.3,-12.8,3.4,-1.8
CC1=CC(C)(C)NC(=S)N1c1ccc2ccccc2c1,-2.7,-0.2&-2.1,13.4&-12.0,-8.6&0.1,1.9&-2.4,3.1&-3.3,0.3&-0.4,0.4&4.0,1.8,-4.2
COc1ccc(S(=O)(=O)N2CCN(C(=O)[C@H](Cc3ccccc3)NC(=O)c3ccco3)CC2)cc1,-1.4,1.7,-22.0,-5.4,5.8,6.4,-0.4,-8.8,0.6,-1.4
O=S(=O)(Nc1ccc(Cc2ccncc2)cc1)c1ccc(Cl)c(Cl)c1,-3.2,-0.2,-8.3,-5.2,3.5,-3.4,0.8,8.5,1.8,0.7
COc1cccc(CNC(=O)C2CCN(S(=O)(=O)c3ccc4c(c3)CCC(=O)N4)CC2)c1,-1.6,-3.0,11.3,-6.1,2.7,-10.8,-0.6,-16.7,6.4,2.0
COc1c2c(nc3occc13)C(CC=C(C)C)(OC)C(OC(C)=O)CC2 (stereo not drawn),.,-7.3,-5.6,-3.6,1.6,-6.3,-1.8,-5.9,0.8,-3.1
COc1ccc2c(c1)-c1nc(NC(=O)c3ccco3)sc1CC2,63.5*,-3.8,-8.6,6.3,3.4,6.9,-1.7,-1.2,1.4,1.9
CC1CCC(NC(=O)C2c3ccccc3C(=O)N2Cc2ccc3c(c2)OCO3)CC1 (stereo not drawn),-2.9,-1.0,-9.7,-0.2,0.9,19.9,0.1,13.4,0.9,-0.3
COc1ccccc1OCCSc1nnc(C)n1-c1ccccc1,.,-1.9,-21.7,8.9,2.4,16.3,-2.3,18.4,0.7,0.1
NNC(=O)c1ccc(COc2ccc(Br)cc2)o1,2.9,-13.3,20.7,-8.1,-0.5,-1.8,-1.1,2.8,-0.7,-1.6
O=C(NCCCN1CCCC1=O)C1CCN(S(=O)(=O)c2cccc(C(F)(F)F)c2)CC1,-1.1,-0.6,-15.5,7.3,1.8,1.2,-2.6,-9.6,-0.8,0.8
COc1cccc(CNS(=O)(=O)c2ccc3c(c2)CC(C)N3C(=O)C2CC2)c1 (stereo not drawn),-2.0,-1.2,17.8,-2.0,2.4,2.0,-2.1,-12.7,2.2,-3.6
O=C(NCc1cccc(Br)c1)C1CC2Cn3c(nc4ccccc43)C2N1Cc1ccccc1 (stereo not drawn),2.4,2.0,13.7,2.3,0.5,1.4,-1.4,-7.1,4.2,0.9
O=C(N/N=C\c1ccccn1)c1ccccc1O,36.1*,-0.2,-6.1,-26.2,3.0,19.1,-2.9,12.2,-0.3,-1.1
Cc1nn2c(C(F)(F)F)c3c(nc2c1-c1ccccc1)CCC3,-3.6,-9.6,9.1,0.8,3.2,-3.8,-2.5,1.7,4.7,-1.6
O=C(Nc1cc(Cl)ccc1O)C1CC(c2ccccc2O)=NO1 (stereo not drawn),1.0,0.0,-24.3,-2.5,4.1,1.1,-3.1,-12.5,4.0,3.6

# Profiles, quoted from the list. Screens in order: Wnt act | DAGLB inhibitor | PfHsp90 yeast 2 | Tat transport | phage Ecoli inh | Rtt109 Vps75 | CAL PDZ inh | PvdQ acylase | AddAB inh | E coli growth
# Cn1cc(CC(=O)N2CCN(c3ccc(Cl)cc3)CC2)c2ccccc21 across the screens: . | -7.1 | 17.4 | 18.0 | 0.6 | 4.3 | 0.7 | 0.3 | 2.0 | 0.7
# COc1cccc(CNS(=O)(=O)c2ccc3c(c2)CC(C)N3C(=O)C2CC2)c1 (stereo not drawn) across the screens: -2.0 | -1.2 | 17.8 | -2.0 | 2.4 | 2.0 | -2.1 | -12.7 | 2.2 | -3.6
# CCCN1C2=C(C(=O)CC(C)(C)C2)C(c2ccc(F)cc2)C2=C1c1ccccc1C2=O (stereo not drawn) across the screens: . | 3.9 | 10.7 | -8.1 | 0.7 | -10.0 | 1.0 | -7.2 | 1.4 | -0.1

# (continued)
SMILES,Wnt act,DAGLB inhibitor,PfHsp90 yeast 2,Tat transport,phage Ecoli inh,Rtt109 Vps75,CAL PDZ inh,PvdQ acylase,AddAB inh,E coli growth
CC(=O)c1ccc(NC(=O)c2ccccc2-c2ccccc2C(=O)O)cc1,1.3,0.6,14.6,2.5,2.4,-3.8,-0.7,4.1,6.7,1.0
O=[N+]([O-])c1ccc(N2CCN(CCO)CC2)cc1Sc1ccccn1,.,1.4,-16.4,-1.4,5.0,.,-1.8,-7.4,-2.9,1.8
Nc1[nH]c2cc([N+](=O)[O-])ccc2c1-c1ccccn1,3.8,26.5,4.7,0.9,2.0,-0.9,0.2,-3.7,2.6,0.4
COC(=O)CNc1nc(Cl)nc(Nc2ccc(Cl)cc2)n1,-10.4,-0.7,5.3,-0.9,1.2,5.6,-0.2,-3.1,-0.7,-0.7
COc1cccc(-c2ccc(C#N)c(SCC(=O)NCc3ccco3)n2)c1,3.8,1.3,-0.3,-0.8,2.0,4.8,-0.6,9.7,4.1,1.9
CCCCNC(=O)C1Cc2cc(S(=O)(=O)N3CCCCC3)ccc2N1C(C)=O (stereo not drawn),-0.6,0.4,-2.6,-7.6,6.6,-2.7,-2.3,1.0,4.5,0.0
